Screening results deposited in PubChem BioAssay by The Scripps Research Institute Molecular Screening Center.
IDE cell activ = human IDE activators in live cells, primary screen, fluorescence polarization, HEK cells, FAbeta-B substrate; 340,000 tested, 0.073% active; FAbeta-B cleavage; 0% vehicle, 100% cell-free pure enzyme wells; activation, % at 5.96 µM; Insulin-degrading enzyme (Homo sapiens), P14735;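 active = activation above the mean of all tested compounds plus 3 SD, set per screening campaign, cut at about 17% in these data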
Target sequence (P14735 whole entry, looked up): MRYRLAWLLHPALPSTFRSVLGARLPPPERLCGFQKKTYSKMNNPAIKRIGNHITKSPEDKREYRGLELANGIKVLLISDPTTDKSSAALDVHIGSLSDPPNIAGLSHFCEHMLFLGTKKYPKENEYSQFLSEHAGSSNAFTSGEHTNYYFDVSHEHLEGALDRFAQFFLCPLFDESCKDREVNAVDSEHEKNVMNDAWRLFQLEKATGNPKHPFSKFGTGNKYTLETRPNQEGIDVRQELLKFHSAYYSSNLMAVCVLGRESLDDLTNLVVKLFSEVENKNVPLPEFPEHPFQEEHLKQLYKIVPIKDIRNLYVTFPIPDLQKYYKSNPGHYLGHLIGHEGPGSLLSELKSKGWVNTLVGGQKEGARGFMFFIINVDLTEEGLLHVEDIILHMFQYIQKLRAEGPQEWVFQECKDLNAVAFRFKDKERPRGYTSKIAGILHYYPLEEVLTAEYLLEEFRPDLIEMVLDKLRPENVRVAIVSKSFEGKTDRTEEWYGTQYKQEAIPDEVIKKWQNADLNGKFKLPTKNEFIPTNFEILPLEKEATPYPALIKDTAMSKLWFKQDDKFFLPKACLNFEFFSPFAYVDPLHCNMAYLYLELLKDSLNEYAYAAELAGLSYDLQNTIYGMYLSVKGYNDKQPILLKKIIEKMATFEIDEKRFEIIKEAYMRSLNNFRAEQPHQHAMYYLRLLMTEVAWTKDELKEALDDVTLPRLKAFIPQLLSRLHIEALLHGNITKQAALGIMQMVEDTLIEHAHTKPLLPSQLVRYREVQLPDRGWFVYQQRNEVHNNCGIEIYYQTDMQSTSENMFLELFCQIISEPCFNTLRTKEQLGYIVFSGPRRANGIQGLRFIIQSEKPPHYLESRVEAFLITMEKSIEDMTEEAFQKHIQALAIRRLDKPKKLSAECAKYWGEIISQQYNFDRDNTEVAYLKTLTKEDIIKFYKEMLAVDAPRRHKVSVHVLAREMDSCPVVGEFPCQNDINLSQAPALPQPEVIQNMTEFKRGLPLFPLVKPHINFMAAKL
* = called active by the depositor.

SMILES	IDE cell activ
c1ccc(-c2nnc3nc(N4CCCCC4)nc(N4CCCCC4)n23)cc1	6
COc1ccccc1N(C)S(=O)(=O)c1ccc(C(=O)N2CCC2)cc1	1
CC(OC(=O)C1=COCCO1)C(=O)Nc1ncc(Cl)cc1Cl (stereo not given)	-1
COc1ccc(CN(C)C(=O)/C=C/c2ccc(S(=O)(=O)N3CCOCC3)cc2)cc1F	-1
CCN1C[C@@H]2[C@@H]3C(=O)N(C)C(=O)[C@@H]3[C@](CC)(C1=O)N2C(=O)c1ccc(F)cc1	-1
COc1ccc(S(=O)(=O)N2CCOCC2)cc1NC(=O)C1CCCCN1S(=O)(=O)c1ccccc1 (stereo not given)	7
CN(C)c1ccc2c(c1)C(=NO)c1ccccc1-2	-15
CCN(N=O)c1ccc(C=C2C=Cc3ccccc32)cc1	1
CC(=O)Nc1ccc2c(c1)Cc1ccc(Cl)cc1-2	-1
O=C1C[C@@H]2c3c(cccc3CN1Cc1ccccc1Br)C[C@@H](O)[C@H]2O	0
O=[N+]([O-])c1cccc(N=Cc2ccccc2)c1	1
CCOC(=O)c1cc([N+](=O)[O-])cc([N+](=O)[O-])c1Sc1ncnc2nc[nH]c12	4
Nc1ccc(N=Nc2ccccc2)cc1[N+](=O)[O-]	5
CC(=O)C(C(c1ccccc1)N1CCOCC1)N1CCOCC1 (stereo not given)	2
O=C1NCCN(CC2CCN(CC3CCCC3)CC2)C1=O	2
CN(C)C(=O)CCc1ccc2c3c([nH]c2c1)[C@]1(C)[C@@H](C(=O)N2CCCCC2)C[C@H](CC(=O)NCc2cccc(C(F)(F)F)c2)C(=O)N1CC3	-2
CC(=O)C1CCC2C3CCC4=CC(=O)CCC4(C)C3(F)C(O)CC12C (stereo not given)	-1
CC(NC(=O)c1ccccc1Cl)C(=O)NCc1cccs1 (stereo not given)	7
O=C1[C@H](Cc2ccccc2)NCCCC[C@H](c2ccco2)N1Cc1ccccc1	5
COc1cc(C(=O)Nc2ccc(S(=O)(=O)N3CCCCC3)cc2)ccc1OCC(=O)N1CCOCC1	7
C[C@@H]1C(=O)N(c2ccccc2)[C@@H]1c1ccncc1	0
S=c1[nH]nc2sc3ccccc3n12	-3
c1ccc(N2CC3COc4ccccc4C3=N2)cc1 (stereo not given)	1
Cc1ccc2c(CN3CCN(S(=O)(=O)c4ccc(Cl)cc4)CC3)cc(=O)oc2c1C	-9
O=C1c2ccccc2[C@@H]2C[C@@H](O)[C@H](Nc3cccc4ccccc34)CCN12	1

3 records picked at random from those above:
SMILES	IDE cell activ
COc1ccccc1N(C)S(=O)(=O)c1ccc(C(=O)N2CCC2)cc1	1
CC(OC(=O)C1=COCCO1)C(=O)Nc1ncc(Cl)cc1Cl (stereo not given)	-1
CCOC(=O)c1cc([N+](=O)[O-])cc([N+](=O)[O-])c1Sc1ncnc2nc[nH]c12	4

Continuation.
SMILES	IDE cell activ
COc1ccc(NS(=O)(=O)c2cc(NC(=O)CCc3ccccc3)ccc2N2CCOCC2)cc1	0
O=C(CCC(C(=O)O)N1C(=O)c2ccccc2C1=O)Nc1ccccc1 (stereo not given)	7
CCOc1ccc(S(=O)(=O)N2CCN(C(=O)c3oc4ccc(OC)cc4c3C)CC2)cc1	13
COc1cccc(CNC(=O)c2cccc(S(=O)(=O)N3CCN(Cc4ccccc4)CC3)c2)c1	5
Cc1cccc(OC(C)C(=O)Nc2ccc3c(c2)OCCO3)c1 (stereo not given)	4
CN1CC(COCc2ccccc2)Oc2ccccc2S1(=O)=O (stereo not given)	3
CN(C)C(CNC(=O)C1CCN(S(=O)(=O)c2ccccc2C(F)(F)F)CC1)Cc1ccccc1 (stereo not given)	6
O=C(NCCCCc1ccccc1)c1cccc(NC(=O)c2ccccc2)c1	0
CCN(C(=O)COC(=O)c1ccc2ccccc2n1)c1c(N)n(Cc2ccccc2)c(=O)[nH]c1=O	-3
CCC(C)C1/C=C\CC(NC(=O)OCC2c3ccccc3-c3ccccc32)CC(=O)N1Cc1ccccc1 (stereo not given)	1
CN1OC[C@@H]2CN(C(=O)CCc3ccccc3)[C@H](c3cccc(N4CCOCC4)c3)C[C@@H]21	3
O=C(COC(=O)c1ccco1)Nc1ccc(N2CCOCC2)cc1	2
O=C(O)C1CCc2nc(NCc3ccccc3)nc(NCc3ccccc3)c2C1 (stereo not given)	-2
O=C(CCc1c[nH]c2ccccc12)N1CCN(S(=O)(=O)c2ccc(F)cc2)CC1	4
COC(=O)C1(Cc2ccc3c(c2)CCC3)Cc2ccc3c(c2C1=O)CCC3 (stereo not given)	1
COC(=O)[C@H](C)N(Cc1ccc(Cl)c(Cl)c1)S(=O)(=O)CCN1CCN(c2ccccc2)CC1	1
Cc1ccc(N2CC(C(=O)N3CCN(c4ccccn4)CC3)CC2=O)cc1 (stereo not given)	4
Cc1ccc(NC(=O)Nc2nc3ccc(S(C)(=O)=O)cc3s2)cc1	-4
O=[N+]([O-])c1ccccc1Nc1ccccc1[N+](=O)[O-]	-4
COc1ccc(CCC(=O)N2CCN(S(=O)(=O)c3cccs3)CC2)cc1	4
Cn1c(=O)c2nc(SCc3ccccc3)n(C)c2n(C)c1=O	3
CN(C)CCCNC(=O)C[C@H]1C[C@H](C(=O)N2CCOCC2)[C@@]2(C)c3[nH]c4ccc(Cl)cc4c3CCN2C1=O	3
OC(CN(Cc1ccccc1)Cc1ccccc1)c1ccccc1 (stereo not given)	2
COc1ccc(-c2nn(-c3ccccc3)cc2C(=O)N2CCN(S(=O)(=O)c3ccccc3[N+](=O)[O-])CC2)cc1	1
S=C(c1ccco1)N1CCOCC1	-2

Continuation:
SMILES	IDE cell activ
CCc1cc(C(=O)NCC(c2ccc(OC)cc2)N2CCOCC2)sc1C (stereo not given)	5
COc1ccc(-c2csc(NC(=O)c3c(C)noc3C)n2)cc1F	3
CN(C(=O)c1cccc(NC(=O)Cc2cccc(NC(=O)C3CCCN(C(=O)CCc4ccccc4)C3)c2)c1)C1CCC1 (stereo not given)	-1
CC(=NNC(=S)N(Cc1ccccn1)Cc1ccccn1)c1cnccn1	-16
COc1ccc(C=NN=C2c3ccccc3-c3ccccc32)cc1OC	-11
COc1ccc(N=Cc2ccccc2O)cc1	3
O=C(OCc1nnc(-c2ccccc2)o1)C1CCN(C(=O)c2ccc(Cl)cc2)CC1	0
COc1ccc(S(=O)(=O)N2CCC(C(=O)NCC(=O)Nc3c(C)cccc3C)CC2)cc1OC	3
COc1ccccc1N1CCN(C(=O)c2ccccc2SCC(=O)NCc2ccco2)CC1	-2
S=c1c2[nH]cnc2ncn1CCSc1ncnc2nc[nH]c12	1
NC(=O)c1ccc(NC(=O)COC(=O)c2ccc(Br)c(S(=O)(=O)N3CCOCC3)c2)cc1	2
CC(C)C[C@@H](CNCC(=O)[C@H](C)NC(=O)c1[nH]cnc1C(=O)N[C@@H](C)CN)NC(=O)c1nc[nH]c1C(=O)N[C@@H](CO)C(=O)O	5
C=CCN1C(=O)[C@H]2CCC=C[C@H]2[C@@H]1c1cccc(C)c1	1
O=S1(=O)CSCS(=O)(=O)C1	4
Cc1ccc(S(=O)(=O)Oc2cccc([N+](=O)[O-])c2)cc1	1
CC(=O)Nc1ccc(S(=O)(=O)N(C)c2ccc(OCC(=O)NCCc3ccccc3F)cc2)cc1	-3
COc1ccc(C(=O)OCC(=O)Nc2ccc3c(c2)OCO3)cc1S(=O)(=O)N1CCOCC1	-1
COc1cc(OC)c2c(c1)OC(=O)CC2c1ccc2c(c1)OCO2 (stereo not given)	7
COc1ccc2[nH]c3c(c2c1)CCN1C(=O)C(CC(=O)NCCN2CCOCC2)C[C@H](C(=O)N2CCCCC2)[C@@]31CCc1ccccc1 (stereo not given in full)	5
CC1C(C)N(C(=O)CCl)c2ccccc2N1C(=O)CCl (stereo not given)	2
CC1(C)OC2OC(C3COC(=O)O3)C(OC(=O)c3ccccc3)C2O1 (stereo not given)	6
CCCCCCCCCCCCCCCC[N+](C)(C)CCl	5
CCN1CCN(c2ccc(NC(=O)c3ccc4c(c3)OCCO4)cc2C)CC1	-1
Cn1c(=O)[nH]c2c(c1=O)CCO2	1
CCc1ccccc1OCC(=O)Nc1cc(S(=O)(=O)N2CCOCC2)ccc1N1CCCCC1	-1

Rewritten field by field: part of the list above.
> CCc1cc(C(=O)NCC(c2ccc(OC)cc2)N2CCOCC2)sc1C (stereo not given)
  IDE cell activ = 5

> COc1ccc(-c2csc(NC(=O)c3c(C)noc3C)n2)cc1F
  IDE cell activ = 3

> CN(C(=O)c1cccc(NC(=O)Cc2cccc(NC(=O)C3CCCN(C(=O)CCc4ccccc4)C3)c2)c1)C1CCC1 (stereo not given)
  IDE cell activ = -1

More compounds follow:
SMILES	IDE cell activ
Cc1ccccc1C(c1ccccc1Cl)N(C)C (stereo not given)	3
COc1cc(Cl)c(C)cc1NC(=O)COc1ccc(C)nc1[N+](=O)[O-]	-3
C[n+]1c(-c2ccccc2)cc2c(=Cc3ccc([N+](=O)[O-])cc3)c3ccccc3n21	-7
O=C(Cc1cccc(NC(=O)C2CCN(C(=O)c3ccccc3)CC2)c1)Nc1cccc(C(=O)N2CCCCC2)c1	5
Cc1cccc(NS(=O)(=O)c2ccc(C)c(C(=O)NCC(c3ccco3)N3CCCCC3)c2)c1 (stereo not given)	1
O=C(c1cccnc1)N(Cc1ccccc1)C(=O)c1cccnc1	3
O=C(CN1CCN(C(=O)CCC(=O)N2CCC(c3ccccc3)=N2)CC1)Nc1ccc(F)cc1	5
COc1ccccc1NS(=O)(=O)c1cccc(NC(=O)C(C)NC(=O)c2ccco2)c1 (stereo not given)	5
Cc1ccc(S(=O)(=O)N2CCCCC2)cc1NC(=O)c1nn(C)c(=O)c2ccccc12	4
O=C(Nc1ccccc1OC(=O)c1ccccc1)c1ccccc1	6
O=C1NCC(c2ccccc2)(c2ccccc2)C(=O)N1	0
O=S(=O)(Cc1ccccc1)C(CCCc1ccccc1)S(=O)(=O)Cc1ccccc1	-2
COCCCNC(=O)C[C@H]1C[C@H](C(=O)N2CCCCC2)[C@@]2(CCc3ccccc3)c3[nH]c4cc(CCC(=O)N(C)C)ccc4c3CCN2C1=O	2
O=C(Nc1ccncc1)C1CC(=O)N(Cc2ccccc2)C1 (stereo not given)	2
O=C(NN=Cc1ccc(F)cc1)C1CC1	1
COc1ccccc1CNC(=O)COC(=O)c1c[nH]c2ccccc12	-6
C=C(C)COC(=O)c1ccccc1C(=O)OCC1(C)CO1 (stereo not given)	3
Cc1cn([C@H]2C[C@H](O)[C@@H](CCC(=O)NCCN3CCCCC3)O2)c(=O)[nH]c1=O	0
O=C(COC(=O)c1cc(=O)c2ccccc2o1)NCc1ccccc1	-1
CCOC(=O)c1nn(C)c2[nH]c(=O)n(C)c(=O)c12	-2
CCOC(=O)c1c(C)[nH]c(C)c1C(=O)COC(=O)/C=C/c1ccc(OC)cc1	0
O=C1c2ccccc2C(=O)N1CCCCCCN1C(=O)c2ccccc2C1=O	-2
Cn1nc(C(=O)NNC(=O)Cc2ccc(S(=O)(=O)N3CCOCC3)s2)c2ccccc2c1=O	-2
O=P(NC1CCCCC1)(c1ccccc1)c1ccccc1	-2
O=C(Nc1ccn(CCCN(CCCn2ccc(NC(=O)OCc3ccccc3)nc2=O)CCc2cc3ccccc3[nH]2)c(=O)n1)OCc1ccccc1	-19

(further entries)
SMILES	IDE cell activ
COc1ccc2c(c1)C(CC(=O)NN)CCC2 (stereo not given)	1
COc1ccccc1N1CCN(C(=O)CC(NC(=O)c2ccccc2Cl)c2ccccc2)CC1 (stereo not given)	2
CC(C)(C)c1ccc(S(=O)(=O)N2CCN(C(=O)c3ccc4c(c3)C(=O)N(Cc3ccncc3)C4=O)CC2)cc1	2
CNC(=O)c1cc(NC(=O)N(CCC#N)CCN(C(=O)NC(Cc2ccccc2)C(=O)NC(CC(C)C)C(=O)NC)c2ccccc2)ccc1OC (stereo not given)	4
Cc1ccccc1C(=O)OCC(=O)NCC1COc2ccccc2O1 (stereo not given)	6
CC(=NNC(=S)N1CCCCCC1)c1cccc2cccnc12	5
CCN(CC(=O)Nc1ccc(OC)cc1)C(=O)c1ccc(OCc2c(C)noc2C)cc1	-2
CC1CCCC(NC(=O)CN2C(=O)NC(c3ccccc3)(c3ccccc3)C2=O)C1C (stereo not given)	2
O=C1c2ccccc2C(=O)C1C(=O)C1CC1	5
CCOC(=O)C1=CN(Cc2ccco2)S(=O)(=O)N(CC)C1c1cccc(OC)c1 (stereo not given)	3
Cc1cc(=O)oc2cc(OCC(=O)NC3(C#N)CCCCC3)c(Cl)cc12	-4
C[C@H](O)[C@@H]1C(=O)N2CCc3ccc(N4CCN(C)CC4)cc3[C@@H]2C[C@@H]1N(C)C(=O)Nc1cc(Cl)cc(Cl)c1	2
CCN(CC)c1ccc(S(=O)(=O)N2CCOCC2)cc1NC(=O)COC(=O)/C=C/c1ccccc1	1
CCCCN(C(=O)CSCC(=O)Nc1ccc(OC)cc1)c1c(N)n(CC(C)C)c(=O)[nH]c1=O	3
COc1cc(C(=O)c2ccccc2C(=O)O)c(OC)c2c1CCCC2	7
O=C(CNc1ccccc1N1CCCC1=O)Nc1cc(Cl)ccc1-n1cncn1	-4
N#CC1C(=N)Cc2ccccc2-c2ccccc21 (stereo not given)	0
Cc1ccc(Nc2ncnc(Cl)c2N)cc1	3
CC(=O)Nc1ccc(NC(=O)C(C)OC(=O)C2CCN(S(=O)(=O)c3ccccc3C(F)(F)F)CC2)cc1 (stereo not given)	-2
COc1ccc2[nH]c3c(c2c1)CCN1C(=O)C(CC(=O)NCCc2ccccn2)C[C@H](C(=O)N2CCCCC2)[C@@]31CCc1ccccc1 (stereo not given in full)	4

A run of entries from further up:
SMILES	IDE cell activ
c1ccc(-c2nnc3nc(N4CCCCC4)nc(N4CCCCC4)n23)cc1	6
COc1ccccc1N(C)S(=O)(=O)c1ccc(C(=O)N2CCC2)cc1	1
CC(OC(=O)C1=COCCO1)C(=O)Nc1ncc(Cl)cc1Cl (stereo not given)	-1
COc1ccc(CN(C)C(=O)/C=C/c2ccc(S(=O)(=O)N3CCOCC3)cc2)cc1F	-1

Not all compounds are listed. The share of hits here may be higher or lower than overall.
